Screens: PubChem, several laboratories
MrgX1 antag: antagonists of human MrgX1 receptor, primary screen, HEK293 cells, Fluo-4 calcium flux; BAM8-22 antagonism; stronger effect = lower value; AID 588676, 2011; 310,000 compounds, 1.3% hits; B-score at 10 µM; Mas-related G-protein coupled receptor member X1 (Homo sapiens), Q96LB2;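 active means calcium-response B-score plate-corrected more than 3 library SD below zero, starting fluorescence within 5 deviations, no agonist response on first addition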;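 further: peak minus trough fluorescence over baseline after final BAM8-22 challenge near maximal dose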
Target sequence (Q96LB2 whole entry, looked up): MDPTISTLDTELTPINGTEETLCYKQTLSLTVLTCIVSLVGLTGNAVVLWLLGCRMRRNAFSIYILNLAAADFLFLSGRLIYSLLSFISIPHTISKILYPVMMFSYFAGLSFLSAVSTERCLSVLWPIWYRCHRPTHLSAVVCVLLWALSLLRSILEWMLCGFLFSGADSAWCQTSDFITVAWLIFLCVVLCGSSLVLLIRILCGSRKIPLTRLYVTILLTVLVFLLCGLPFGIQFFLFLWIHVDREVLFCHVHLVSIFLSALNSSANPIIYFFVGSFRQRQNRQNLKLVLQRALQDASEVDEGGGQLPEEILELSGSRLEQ
TMEM16A inh: TMEM16A chloride channel inhibitors, primary screen, cell-based, HTS. HEK293 TMEM16A/YFP iodide influx fluorescence, ionomycin. normalized B-score (activity score, 25-100; higher = stronger inhibition) at 10 µM. 310,000 compounds, 1.2% hits. AID 588511, 2011;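 active means ratio plate-corrected score three or more library SD toward inhibition, starting fluorescence score within five deviations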;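 further: score derived from kinetic fluorescence span divided by baseline fluorescence per well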
SKKanGAS inh: S. pyogenes SKKanGAS growth inhibitors in kanamycin, primary screen, streptokinase expression inhibitor project, SKKanGAS strain, BacTiter-Glo luminescence. 6 h. inhibition, % at 7.5 µM. 300,000 compounds, 1.3% hits. AID 1662, 2009;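 active means mean replicate score, as percent of positive control median, at least 50; inconclusive means mean below 50 but one replicate at or above 50; inactive means mean and every replicate below 50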;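 further: strain carries kanamycin resistance gene driven by streptokinase promoter and grows in 40 µg/ml kanamycin; loss of luminescence reflects streptokinase promoter inhibition or plain growth inhibition; 0% = median of DMSO wells and 100% = positive control at its reference dose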
TRPC4 agonist: activators of mouse TRPC4 channel, primary screen, Fluo4 calcium, HEK293 TRPC4beta/mu-opioid cells. B-score at 10 µM. AID 2237, 2010. Fluo4 calcium fluorescence; stronger effect = higher value. 310,000 compounds, 0.49% hits;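 active means B-score above 5 SD of library B-scores, and initial fluorescence ratio not above library mean plus 5 SD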;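 further: positive B-score marks a calcium rise read as TRPC4 activation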
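Test system: HEK293 cells stably co-expressing mouse TRPC4beta and mu-opioid receptor | Schedule: Fluo4 dye loading 45 min at room temperature, 110 s recording | Measured by: Kinetic Fluo4 calcium fluorescence, 5 s baseline at 1 Hz | Evaluation: B score of integrated ratio | Controls: Buffer (low) and maximal DAMGO (high)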
TRPC4 potent: positive allosteric modulators of TRPC4, primary screen, cell-based, mouse TRPC4beta, HEK293 mu-opioid, Fluo-4 calcium; DAMGO EC20, Fluo-4 Ca2+ flux; stronger effect = higher value; 310,000 compounds, 0.42% hits; B-score at 10 µM; Short transient receptor potential channel 4 (Mus musculus), Q9QUQ5;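 active means B-score of calcium response area above 5 SD of library B-scores, with initial fluorescence ratio within 5 SD of library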;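 further: B-score of integrated fluorescence ratio over time as area under calcium response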
TRPC4 inh: inhibitors of mouse TRPC4 channel, primary screen, Fluo4 calcium, HEK293 TRPC4beta/mu-opioid cells; B-score at 10 µM; Short transient receptor potential channel 4 (Mus musculus), Q9QUQ5; 300,000 compounds, 0.39% hits; DAMGO-evoked Fluo4 calcium flux; stronger effect = lower value; AID 2247, 2010;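 active means B-score over 3 SD under the library average, no early fluorescence shift, positive overall ratio signal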
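test system = HEK293 cells with stable TRPC4beta plus mu-opioid receptor expression | detection = Fluo4 Ca2+ flux fluorescence | read-out = integrated fluorescence ratio relative to baseline, converted to per-well B score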
MrgX1 ag: agonists of human MrgX1 receptor, primary screen, HEK293 cells, Fluo-4 calcium flux | Mas-related G-protein coupled receptor member X1 (Homo sapiens), Q96LB2 | Fluo-4 calcium fluorescence, agonist mode; stronger effect = higher value | B-score at 10 µM | 310,000 compounds, 0.44% hits | AID 588627, 2011;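 active means calcium response B-score plate-corrected fluorescence ratio at least 3 library SD, with starting fluorescence B-score inside 5 SD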
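Material – MrgX1-expressing HEK293 cells · Input – 15,000 cells seeded per well · Dosing – compound as first of three additions · Times – overnight seeding, then 1 h dark dye loading · Measured by – kinetic Fluo-4 NW fluorescence of intracellular calcium · Read-out – B-scored fluorescence response ratio · Benchmarks – positive and negative control wells on each plate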
MrgX1 allo act: positive allosteric modulators of MrgX1, primary screen, HEK293 cells, Fluo-4 calcium flux; 310,000 compounds, 0.63% hits; FDSS; stronger effect = higher value; AID 588675, 2011; B-score at 10 µM;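 active means plate-corrected calcium response at least 3 library SD above typical, normal starting fluorescence, not activating the receptor alone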;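 further: compound read alongside a low EC10 to EC30 dose of BAM8-22 agonist; peak minus trough fluorescence over baseline measured at the second addition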
TMEM16A act: TMEM16A chloride channel activators or potentiators, primary screen, cell-based, HTS; AID 623877, 2012; Anoctamin-1 (Mus musculus), Q8BHY3; B-score at 10 µM; 340,000 compounds, 0.3% hits; HEK293 TMEM16A/YFP-H148Q/I152L, iodide quench fluorescence; stronger effect = lower value;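 active means fluorescence-ratio B-score plate-corrected deviation score at least 3 library SD below zero, with starting fluorescence score within 5 deviations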;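 further: channel opened by trigger with iodide after compound preincubation; score built on the fluorescence ratio of max minus min over baseline; more negative score means more quench and so TMEM16A activation or potentiation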
TRPC6 act: mouse TRPC6 channel activators, primary screen, cell-based, HEK293, membrane potential dye; Short transient receptor potential channel 6 (Mus musculus), Q61143; HEK293-TRPC6 membrane potential dye fluorescence; stronger effect = higher value; AID 2550, 2010; 310,000 compounds, 0.13% hits; B-score at 10 µM;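 active means B-score of the integrated fluorescence ratio above library mean plus 3 SD, and starting fluorescence ratio within library mean plus 5 SD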;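 further: higher score means more depolarization so channel activation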
TRPC6 inhibitor: mouse TRPC6 channel inhibitors, primary screen, cell-based, HEK293, membrane potential dye | Short transient receptor potential channel 6 (Mus musculus), Q61143 | ACh-evoked depolarization; stronger effect = lower value | B-score at 10 µM | 310,000 compounds, 1.1% hits | AID 2553, 2010;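 active means B-score under library mean minus 3 SD, initial fluorescence not abnormally high, positive integrated signal ratio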;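 further: B-score derived from integrated fluorescence ratio over the kinetic read; more negative B-score means stronger inhibition of depolarization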
An asterisk follows results filed as active; i = inactive; ? = inconclusive.

Molecule	MrgX1 antag	TMEM16A inh	SKKanGAS inh	TRPC4 agonist	TRPC4 potent	TRPC4 inh	MrgX1 ag	MrgX1 allo act	TMEM16A act	TRPC6 act	TRPC6 inhibitor
Cc1ccc2[nH]c(O)c(N=NC(=O)c3ccc(NS(=O)(=O)c4cccs4)cc3)c2c1	i	i	76*	i	i	i	i	i	i	i	i
Cc1cccc(NC(=O)CCNS(=O)(=O)c2cccc3nonc23)c1	i	i	1	i	i	i	i	i	i	i	i
COc1ccc(-c2nc(C#N)c(N3CCN(C(=O)c4ccco4)CC3)o2)cc1OC	i	i	1	i	i	i	i	i	i	i	i
COc1ccc(CN(C)C(=O)c2ccc(COc3ccccc3)cc2)c(OC)c1	i	25*	-2	i	i	i	i	i	i	i	i
CC(=O)OC(C(=O)NCCc1ccccc1)c1cccnc1 (centres undefined)	i	i	-3	i	i	i	i	i	i	i	i
CCC(C)Oc1cc(-c2ccnc(Nc3cccc(Cl)c3)n2)ccn1 (centres undefined)	i	i	15	i	i	i	i	i	i	i	i
CC1CCc2c(sc3ncnc(NCCN4CCOCC4)c23)C1 (centres undefined)	i	i	1	i	i	i	i	i	i	i	i
Cc1c(/C=N/NC(=O)c2cccnc2)cc(C#N)n1C	i	i	-29	i	i	i	i	i	i	i	i
O=C(NCc1ccc(F)cc1)C(=O)c1cn(CC(=O)N2CCCC2)c2ccccc12	i	i	-10	i	i	i	i	i	i	i	i
CCOC(=O)N1CCC(NC(=O)c2ccc(CS(=O)(=O)c3c(Cl)cccc3Cl)o2)CC1	i	i	-2	i	i	i	i	i	i	i	i
O=C(C1CCCCN1S(=O)(=O)c1ccccc1)N1CCN(C(c2ccccc2)c2ccccc2)CC1 (centres undefined)	i	i	7	i	i	i	i	i	i	i	i
S=C(NCCCNC(=S)Nc1ccccc1)Nc1ccccc1	i	i	2	i	i	i	i	i	i	i	i
CSCCC(NC(=O)c1ccc(Cl)c([N+](=O)[O-])c1)C(=O)N1CCN(C/C=C/c2ccccc2)CC1 (centres undefined)	i	i	-4	i	i	i	i	i	i	i	i
CCn1c(NC(=O)C2CCCCC2)nc2ccccc21	i	i	35	i	i	i	i	i	i	i	i
O=C(Nc1ccc(N2CCOCC2)cc1N1CCOCC1)c1ccco1	i	i	0	i	i	i	i	i	i	i	i
CCN(CC(=O)NCC1CCCO1)S(=O)(=O)c1ccc(Cl)cc1 (centres undefined)	i	i	?	i	i	i	i	i	i	i	i
O=C(COC(=O)c1ccccc1NCCO)NCCc1ccccc1	i	i	-2	i	i	i	i	i	i	i	i
O=c1c2ccccc2oc2ccc(NCCCn3ccnc3)cc12	i	i	1	i	i	i	i	i	i	i	i
COc1ccc(CCN2C(=O)N(c3ccc(OC)cc3)C(=O)C2CC(=O)Nc2ccc(OC)cc2)cc1 (centres undefined)	i	i	-5	i	i	i	i	i	i	i	i
COc1cc(C(=O)NCC(=O)N/N=C/c2cccs2)cc(OC)c1OC	i	i	-21	i	i	i	i	i	i	i	i
COc1ccccc1C1(CC(=O)O)CCOC(C(C)C)C1 (centres undefined)	i	i	-3	i	i	i	i	i	i	i	i
Cc1cccc(NC(=O)CO/N=C/c2ccc3c(c2)OCO3)c1	i	i	-3	i	i	i	i	i	i	i	i
COc1ccc(S(=O)(=O)N(C)C)cc1NCC(=O)Nc1ccc(F)cc1F	i	i	-3	i	i	i	i	i	i	i	i
O=C(Oc1ccc[nH]c1=O)c1cc([N+](=O)[O-])cc([N+](=O)[O-])c1	i	i	0	i	i	i	i	i	i	i	i
COc1ccc(CN(C(=O)c2ccc(-c3ccccc3)[nH]2)C(C(=O)NC(C)(C)C)c2ccncc2)cc1 (centres undefined)	i	i	10	i	i	i	i	i	i	i	i
Cc1nn(C)c(C)c1C(C)NC(=O)c1cc(COc2cncc(Cl)c2)on1 (centres undefined)	i	i	-1	i	i	i	i	i	i	i	i
CC(O)C(NC=C1C(=O)OC(C)(C)OC1=O)C(=O)O (centres undefined)	i	i	4	i	i	i	i	i	i	i	i
COc1cc(NC(=S)Nc2ncccc2C)cc(OC)c1OC	i	i	-7	i	i	i	i	i	i	i	i
CC1=C(C(=O)OCCOc2ccccc2)C(c2ccc(C)o2)C2=C(CC(C)(C)CC2=O)N1 (centres undefined)	i	i	1	i	i	i	i	i	i	i	i
O=C(CCCCCN1C(=O)c2cccc3cccc(c23)C1=O)N1CCOCC1	i	i	-3	i	i	i	i	i	i	i	i
COc1ccc(CNC(=O)CCCn2c(=S)[nH]c3cc4c(cc3c2=O)OCO4)cc1	i	i	7	i	i	i	i	i	i	i	i
Nc1cc(=O)[nH]c(SCC(=O)Nc2ccc(F)c(Cl)c2)n1	i	i	-2	i	i	i	i	i	i	i	i
CCOc1ccc(C(=O)N/N=C(/C)C2C(=O)c3ccccc3C2=O)cc1	i	i	21	i	i	i	i	i	i	i	i
Cc1c(C(=O)Nc2ccc(S(N)(=O)=O)cc2)oc2ccc(Cl)cc12	i	i	-4	i	i	i	i	i	i	i	i
CCOC(=O)N1CCN(Cc2nc3c(c(=O)[nH]c(=O)n3C)n2Cc2ccccc2C)CC1	i	i	1	i	i	i	i	i	i	i	i
COc1ccc(CC(=O)NC2CCN(CC(=O)Nc3ccc4c(c3)OCCO4)CC2)cc1OC	i	i	-4	i	i	i	i	i	i	i	i
COCC(=O)OCC(=O)N1N=C(c2ccc(Cl)cc2)CC1c1ccco1 (centres undefined)	i	i	-2	i	i	i	i	i	i	i	i
COc1ccc(Nc2nc(C(=O)NCCCN3CCOCC3)cs2)cc1	i	i	2	i	i	i	i	i	i	i	i
CC(C)N1CCN(CCCc2ccccc2)CC1CCO (centres undefined)	i	i	4	i	i	i	i	i	i	i	i
CC(=O)c1cccc(NC(=O)C(CC(C)C)NC(=O)C2CCCCC2)c1 (centres undefined)	i	i	-8	i	i	i	i	i	i	i	i
O=C(O)c1cc(Cl)c(Cl)cc1C(=O)NCc1ccco1	i	i	0	i	i	i	i	i	i	i	i
O=C(Cc1ccccc1Cl)Nc1nc2ccccc2[nH]1	i	i	27	i	i	i	i	i	i	i	i
O=C(C[n+]1ccccc1)Nc1ccccc1[N+](=O)[O-]	i	i	1	i	i	i	i	i	i	i	i
CC(=O)c1cc(C#N)c(Oc2cc(C)cc(C)c2)nc1C	i	i	9	i	i	i	i	i	i	i	i
OCCC1CN(CC#Cc2ccccc2)CCN1Cc1ccccc1F (centres undefined)	i	i	-6	i	i	i	i	i	i	i	i
Cc1c(NC(=O)C(C)OC(=O)CCC2CCCC2)c(=O)n(-c2ccccc2)n1C (centres undefined)	i	i	7	i	i	i	i	i	i	i	i
O=C(O)CCC(=O)N1CCC[C@H]1C(=O)O	i	i	-2	i	i	i	i	i	i	i	i
CCCCn1nc2cc(C(=O)NCc3cc(C(F)(F)F)cc(C(F)(F)F)c3)ccc2c1OCC	i	i	4	i	i	i	i	i	i	i	i
OC(COc1ccccc1Br)CN1CCNCC1 (centres undefined)	i	i	-1	i	i	i	i	i	i	i	i
COc1ccc([N+](=O)[O-])cc1NCc1ccco1	i	i	0	i	i	-6*	i	i	i	i	i

The results go on.
Molecule	MrgX1 antag	TMEM16A inh	SKKanGAS inh	TRPC4 agonist	TRPC4 potent	TRPC4 inh	MrgX1 ag	MrgX1 allo act	TMEM16A act	TRPC6 act	TRPC6 inhibitor
CC(NC(=O)CCc1ccccc1)c1cc2c(cc1Cl)OCCO2 (centres undefined)	i	i	-6	i	i	i	i	i	i	i	i
CCC(Oc1ccccc1F)C(=O)NCCN1CCOCC1 (centres undefined)	i	i	-1	i	i	i	i	i	i	i	i
Cc1cccc(C(=O)NNC(=O)C2CCN(C(=O)OC(C)(C)C)CC2)c1	i	i	6	i	i	i	i	i	i	i	i
C=CCn1c(=S)[nH]c2ccc(Br)cc2c1=O	i	i	6	i	i	i	i	i	i	i	i
CCN1CCN(S(=O)(=O)c2cc(OCC(=O)NC3CCCCC3)c(C)cc2Cl)CC1	i	i	-5	i	i	i	i	i	i	i	i
Cn1c(=O)c2c(nc(N3CCc4ccccc4C3)n2Cc2ccc(Br)cc2)n(C)c1=O	i	i	7	i	i	i	i	i	i	i	i
O=C(OCn1nnc2ccccc2c1=O)c1ccc(Br)o1	i	i	-5	i	i	i	i	i	i	i	i
CCCCn1c(N)c(N(CCOC)C(=O)c2ccc(F)c(S(=O)(=O)N3CCOCC3)c2)c(=O)[nH]c1=O	i	i	-2	i	i	i	i	i	i	i	i
COc1ccc(OCCSc2nc(N)cc(N)n2)cc1	i	i	5	i	i	i	i	i	i	i	i
CCOc1ccc(Nc2ccc([N+](=O)[O-])c3nonc23)cc1	i	100*	4	i	i	i	i	i	i	i	i
CC1(C)CC(=O)C(C=NCC(N)=O)=C(O)C1	i	i	2	i	i	i	i	i	i	i	i
N/C(=N\NS(=O)(=O)c1ccc(Cl)cc1)c1ccccn1	i	i	1	i	i	i	i	i	i	i	i
